TrxR1 substrate = rat thioredoxin reductase 1 substrate activity; O89049; purified TrxR1 substrate turnover, NADPH consumption readout; Potency, µM (doses to about 114 µM), for inactives: at the top dose activity change, negative = substrate turnover; 390,000 compounds, 0.01% hits; further: potency means the concentration at half of the fitted maximal effect; on the % scale 0 is the no-effect control and ±100 the full control effect; nearly all actives have a fitted effect of over 50% in size
Target sequence (O89049 whole entry, looked up): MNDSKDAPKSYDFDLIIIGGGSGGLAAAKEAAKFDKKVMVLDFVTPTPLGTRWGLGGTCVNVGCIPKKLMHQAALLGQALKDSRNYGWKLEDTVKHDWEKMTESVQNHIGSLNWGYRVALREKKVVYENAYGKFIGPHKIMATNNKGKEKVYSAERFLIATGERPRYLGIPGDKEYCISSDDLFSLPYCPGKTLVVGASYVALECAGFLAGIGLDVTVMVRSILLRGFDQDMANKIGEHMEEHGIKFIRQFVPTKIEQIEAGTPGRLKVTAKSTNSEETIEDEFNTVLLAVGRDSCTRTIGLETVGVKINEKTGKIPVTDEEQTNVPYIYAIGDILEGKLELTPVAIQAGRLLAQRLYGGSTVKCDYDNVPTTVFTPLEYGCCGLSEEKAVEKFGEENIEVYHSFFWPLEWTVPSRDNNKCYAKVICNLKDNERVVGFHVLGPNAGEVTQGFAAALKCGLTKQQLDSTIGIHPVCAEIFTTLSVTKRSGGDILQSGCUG
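Rat TrxR1, dispensed at 90 nM, was prereduced with 400 uM NADPH (final) for 5 min at ~22 deg C, then incubated with compound 15 min before 400 uM selenite. A first-read NADPH fluorescence drop versus no-compound background flagged substrates.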
GLS inhibitor = inhibitors of human glutaminase (GLS) | O94925 | GLS enzymatic activity, qHTS titration | Potency, µM (highest dose often 45.5 µM), inactives show at the highest dose activity change, negative = inhibition, most hits filed as inhibitors | 410,000 compounds, 0.21% hits | AID 624170; further: potency means the concentration at half of the fitted maximal effect; on the % scale 0 is the no-effect control and ±100 the full control effect
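Coupled fluorescence readout: glutamate oxidase/HRP/Amplex Red detect glutamate formed by hKGA from L-glutamine (1 mM solution added). Buffer 45 mM KH2PO4 pH 8.2, 0.02% Tween-20; reads at t0 and 30 min RT.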
HP1b binding inh = blocks HP1-beta chromodomain binding to methylated histone tails; P83916; Potency, µM (doses to about 114 µM), for inactives: at the highest dose activity change, negative = inhibition, actives largely listed as inhibitors; AlphaScreen HP1-beta / biotin-H3K9me3 peptide binding; AID 540317; 390,000 compounds, 0.56% hits; further: potency means the concentration at half of the fitted maximal effect; nearly all actives have a fitted effect of over 70% in size; inactives centre near 23
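HP1-beta protein (50 nM final) preincubated 30 min at room temperature with biotinylated H3(1-18)K9me3 peptide (50 nM) in PBS pH 7.4, 0.01% Tween-20, then compound added for 30 min. AlphaScreen streptavidin donor/nickel chelate acceptor beads (10 ug/mL final), 30 min dark, luminescence read.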
PI4K2A inh = blocks human PI4K2A kinase activity; Q9BTU6; purified PI4K2A, ADP-Glo luminescence, 1 h; stronger effect = lower value; activity change, negative = inhibition, % at 76.9 µM; 420,000 compounds, 0.13% hits; AID 1346378; in the data active means activity change below about -50%; inconclusive means mostly about -30% to -49%;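 further: -100% = wells without enzyme as full effect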
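Compounds are screened against recombinant PI4K2A using PI as substrate and ATP, the latter dispensed at 300 microM. Reactions run one hour at ambient temperature before ADP-Glo detection; full inhibition defined by wells lacking enzyme.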
rTrxR1 inhibitor = inhibitors of rat thioredoxin reductase 1 | O89049 | Potency, µM (series often up to 114 µM), inactives show top-dose activity change, negative = inhibition, actives largely listed as inhibitors | 390,000 compounds, 1% hits | recombinant rTrxR1, NADPH fluorescence consumption, selenite substrate; further: potency means the concentration at half of the fitted maximal effect; on the % scale 0 is the no-effect control and ±100 the full control effect; nearly all actives have a fitted effect of over 65% in size
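Rat TrxR1 (90 nM in the dispensed reagent) was pre-reduced with 400 uM NADPH for 5 min at room temperature, then incubated with compound for 15 min. After 400 uM selenite was added, NADPH fluorescence (Ex 340/Em 450 nm) was followed for 8 min.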
IDH1 R132H inh = inhibitors of human mutant IDH1 R132H | AID 602179 | 390,000 compounds, 0.093% hits | Potency, µM (highest dose often 76.6 µM), for inactives: top-dose activity change, negative = inhibition, hits mostly inhibitors | IDH1-R132H enzyme, NADPH consumption, diaphorase/resazurin fluorescence; further: potency means the concentration at half of the fitted maximal effect; on the % scale 0 is the no-effect control and ±100 the full control effect; nearly all actives have a fitted effect of over 65% in size
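IDH1-R132H (0.5 ug/mL) preincubated 30 min with compound, then NADPH (0.016 mM) and alpha-KG (2 mM) added; 80 min at RT, pH 7.5. Remaining NADPH coupled via diaphorase/resazurin to fluorescence (540/590 nm); concentration-response curves normalized to no-enzyme control.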
USP1-UAF1 inh = USP1/UAF1 (human) deubiquitinase inhibition; O94782; AID 743255; 390,000 compounds, 0.23% hits; recombinant USP1/UAF1, Ub-Rhodamine cleavage fluorescence; Potency, µM (highest dose often 57.1 µM), inactives show top-dose activity change, negative = inhibition, actives largely listed as inhibitors; further: potency means the concentration at half of the fitted maximal effect; on the % scale 0 is the no-effect control and ±100 the full control effect; nearly all actives have a fitted effect of over 60% in size; inactives centre near -12
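Step one: compound is pinned into 1nM USP1/UAF1 in HEPES pH 7.8 buffer with TCEP. Step two: 15 min room-temperature incubation. Step three: Ub-Rho (150nM final) starts cleavage, tracked by fluorescence over six one-minute reads.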
PGK inhibitor = T. brucei PGK inhibition; P07378; PGK/GAPDH coupled, Kinase-Glo luminescence, 60 min; Potency, µM (series often up to 57.5 µM), without a hit: at the top dose activity change, negative = inhibition, most hits filed as inhibitors; 380,000 compounds, 0.043% hits; AID 602233; further: potency means the concentration at half of the fitted maximal effect; on the % scale 0 is the no-effect control and ±100 the full control effect; nearly all actives have a fitted effect of over 60% in size
Target sequence (P07378 whole entry, looked up): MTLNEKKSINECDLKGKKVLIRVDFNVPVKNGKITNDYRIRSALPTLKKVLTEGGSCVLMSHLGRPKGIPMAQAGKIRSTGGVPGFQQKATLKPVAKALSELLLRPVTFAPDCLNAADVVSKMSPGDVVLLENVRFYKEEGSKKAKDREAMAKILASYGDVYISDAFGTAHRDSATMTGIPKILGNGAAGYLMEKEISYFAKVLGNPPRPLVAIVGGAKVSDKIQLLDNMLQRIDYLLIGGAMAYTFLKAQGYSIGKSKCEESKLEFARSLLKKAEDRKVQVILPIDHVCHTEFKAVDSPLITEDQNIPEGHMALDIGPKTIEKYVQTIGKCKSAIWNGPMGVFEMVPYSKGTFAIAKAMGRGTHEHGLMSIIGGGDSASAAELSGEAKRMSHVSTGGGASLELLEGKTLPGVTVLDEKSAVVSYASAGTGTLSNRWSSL
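Recombinant glycosomal PGK reaction used 1,3-bisphosphoglycerate generated in-well by GAPDH (100nM final) in 100mM TEA pH 7.6, 5mM MgCl2, 0.01% Tween-20. After 60 minutes at room temperature, ATP was read by Kinase-Glo Plus luminescence end-point.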
Pin1 inh = inhibitors of human Pin1; Pin1 FP peptide displacement, HiFluor488, 10 min; Potency, µM (doses to about 115 µM), without a hit: at the top dose activity, negative = inhibition, actives largely listed as inhibitors; 390,000 compounds, 0.009% hits; AID 504891; active means well fitted inhibition curve with a large enough effect in the polarisation, with a control signal flat, not every such curve was filed as active; inconclusive means small, poorly fitted or top-dose-only effect, or effect the other way, or a change in a side signal; inactive means no such curve, though single readings can be large or run the other way; the % refers to the polarisation; further: potency means the concentration at half of the fitted maximal effect; on the % scale 0 is the no-effect control and ±100 the full control effect
Target sequence (Q13526 whole entry, looked up): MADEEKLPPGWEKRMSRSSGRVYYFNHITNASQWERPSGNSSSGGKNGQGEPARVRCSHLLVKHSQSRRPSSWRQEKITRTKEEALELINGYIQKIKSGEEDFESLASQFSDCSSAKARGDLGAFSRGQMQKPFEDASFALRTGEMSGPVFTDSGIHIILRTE
* hit, by the source's call; i = inactive; ? = inconclusive; . = no result given; & = joins results of further samples; [ ] = dose if it differs, or a comment. Unless noted, the call rests on the fitted dose curve; in most records, active means well fitted curve in the direction sought with a large enough effect; inconclusive means small, poorly fitted or top-dose-only effect, or another doubt; inactive means no such curve, though single readings can be large; an effect the other way counts as inactive or inconclusive.

SMILES	TrxR1 substrate	GLS inhibitor	HP1b binding inh	PI4K2A inh	rTrxR1 inhibitor	IDH1 R132H inh	USP1-UAF1 inh	PGK inhibitor	Pin1 inh
COc1ccc(-n2nc(C)c3c(C(F)(F)F)cc(-c4cccnc4)nc32)cc1	7%	2%	50%[activator]	0	21%	0%	-21%	-6%	3%
Cc1ccc(S(=O)(=O)N(CCc2ccccc2)CC(=O)Nc2ccccc2C)cc1	-3%[57.1 µM]	-3%	13%	0	25%[57.1 µM]	2%	-10%	-6%	0%
CCOc1ccc(CCNC(=O)Cc2ccc(NC3=NC4CS(=O)(=O)CC4S3)cc2)cc1OCC (centres undefined)	5%	-13%	72%[activator]	4	27%	-2%	-29%	-3%	0%
COCCN(C(=O)c1snc(C(N)=O)c1N)C(C(=O)NC1CCCCC1)c1cc(OC)c(OC)c(OC)c1 (centres undefined)	8%	4%	36%	2	20%	0%	-7%	i	-3%
CCN(C(=O)c1cc(S(=O)(=O)N2CCOCC2)cn1C)c1ccc(OC)cc1	6%[11.4 µM]	-2%	33%	1	25%	-9%	6%	-8%	5%
CC(NC(=O)c1ccc([N+](=O)[O-])o1)C1CC2CCC1C2 (centres undefined)	-9%[57.1 µM]	-9%	20%[57 µM]	0	-16%[57.1 µM]	6%	-27%	-2%	-6%
COc1cccc(-c2nc(CSCC(=O)N3CCc4ccccc43)c(C)o2)c1	4%[57.1 µM]	-2%	17%	-3	7%[57.1 µM]	10%	-8%	-5%	14%
C=CCN=C(NC#N)SCC(=O)c1cccc(OC)c1	-10%	1%	-9%	4	-6%	-4%	4%	-5%	3%
O=C(CS(=O)(=O)c1cccc2nsnc12)N1CCN(c2cccc(C(F)(F)F)c2)CC1	0%[57.1 µM]	1%	22%[57 µM]	-2	5%[57.1 µM]	-8%	-15%	10%	2%
O=C(NN1C(=O)/C(=C/c2ccc(O)c([N+](=O)[O-])c2)SC1=S)c1ccccc1Cl	11%[57.1 µM]	23%	?	-14	17%[57.1 µM]	10%	?	-9%	?
O=C(Cn1cc(CCO)nn1)N1CCNCC1	0%[57.1 µM]	-11%	27%	-1	9%[57.1 µM]	5%	2%	-9%	-10%
O=C(Nc1cccc(C(F)(F)F)c1)Nc1nnc(N2CCCCC2)s1	-9%	-20%	39%	-3	1%	-9%	-11%	-6%	0%
CCOC(=O)c1ccc(NC(=O)CSc2nc(SC)ns2)cc1	-6%[57.1 µM]	-9%	47%[activator]	-4	17%[57.1 µM]	1%	-24%	-1%	16%
Cc1ccc(NC(=O)COC(=O)c2cccc(OC(F)F)c2)cc1S(=O)(=O)N1CCCCC1	-4%	8%	21%	-3	16%	-3%	-18%	0%	7%
CC(C)OC(=O)CSc1nc2ncccc2[nH]1	-1%	-11%	46%[activator]	5	11%	7%	-4%	-5%	0%
CC(=O)Oc1ccc(OC(C)=O)c2c1C1C=CC2CC1	17%[57.1 µM]	5%	89µM*	0	15%[57.1 µM]	1%	1%	-10%	-2%
NNC(=O)c1ccc(COc2ccc3c(c2)CCC3)cc1	-2%	16%	17%	5	3%	3%	-4%	-10%	-1%
COc1cc(Cl)c(C)cc1NC(=O)c1cc(S(=O)(=O)N2CCCC2)ccc1F	-2%[57.1 µM]	1%	13%	-1	16%[57.1 µM]	-14%	-24%	14%	-1%
Cc1cc(C(=O)N2CCN(c3ncccn3)CC2)c2cc(F)ccc2n1	16%	0%	17%	0	13%	1%	-15%	.	1%
Cc1csc(NC(=O)CSc2nnc(-c3ccncc3)n2C)n1	6%	-5%	57%[activator]	2	15%	8%	-9%	-10%	-3%
NC(=O)COc1ccc2cc(-c3ccc(F)cc3)c(=O)oc2c1	90%[activator]	-10%	51%[activator]	9	?	0%	-16%	-8%	46%[activator]
CCOC(=O)N1CCC(NC(=O)CS(=O)(=O)Cc2nc(-c3ccccc3Cl)oc2C)CC1	-2%	4%	40%[activator]	-1	4%	-14%	-19%	-2%	2%
O=C(O)C(Cc1ccc(Cl)cc1)Sc1nc2ccccc2[nH]1 (centres undefined)	3%	5%	-11%	-2	13%[57.1 µM]	-7%	-27%	0%	.
COc1ccc(OC)c(-n2c(C)cc(/C=C3\C(=N)N4N=C(CC(=O)N5CCOCC5)SC4=NC3=O)c2C)c1	13%	19%	31%	-4	-2%	-13%	-16%	-8%	7%
CCOC(=O)C1=C(C)NC(=S)NC1c1ccc(OCC(=O)N2CCCCCC2)c(OC)c1 (centres undefined)	-4%	6%	23%	3	-5%	-10%	-14%	0%	6%
Cc1cc(C)c2c(=O)c3c(oc2c1)C(=O)N(CCCOC(C)C)C3c1ccccc1F (centres undefined)	-2%	-2%	28%	-2	?	.	-19%	.	-10%
Cc1ccc(S(=O)(=O)NC(=O)Nc2ccccc2)cc1	-1%	8%	35%[activator]	-1	18%[57.1 µM]	-3%	2%	-6%	-1%
Cc1ccccc1N1CCN(C2CCCN(C(=O)CCN3CCCCO3)C2)CC1 (centres undefined)	-3%	0%	11%	1	-11%	4%	-8%	1%	-1%
C/C(=N/NC(=O)c1cccs1)c1cccc(NC(=O)C2CC2)c1	-3%[57.1 µM]	0%	8%	4	-4%[57.1 µM]	-2%	5%	-7%	-1%
COc1ccc(CC(=O)OCC(=O)c2ccc(S(=O)(=O)N3CCCCC3)cc2)cc1	1%	0%	41%[activator]	4	17%	-7%	-23%	6%	41%[activator]
O=C1C=C(c2cccc(Cl)c2)C[C@@H](c2ccc(F)cc2)C1	3%	9%	87%[activator]	-2	17%[57.1 µM]	13%	-22%	-9%	2%
CC1(C)CC(=O)C2=C(C1)N(CCN1CCOCC1)C1=C(C(=O)CC(C)(C)C1)C2c1ccc(Cl)c([N+](=O)[O-])c1	-4%	-9%	25%	-4	11%	7%	-21%	i	-10%
CCCc1cc(=O)oc2cc(C)c3c(-c4cccc(OC)c4)coc3c12	3%	-11%	43%[activator]	2	15%	5%	?	i	-7%
COc1ccc(/C=C/C(=O)OCC(=O)NC2CCCC(C)C2C)cc1 (centres undefined)	-17%	17%	31%[activator]	3	-8%	5%	-6%	-6%	5%
O=C(Cn1cncn1)NCc1ccc(Cl)cc1	-5%	-9%	17%	1	-13%	-5%	4%	4%	-5%
CCOc1c2ccc(C(=O)NCc3ccc(C)cc3)cc2nn1CC	52%[activator][57.1 µM]	2%	34%[activator]	1	15%[57.1 µM]	20%	?	-5%	-1%
C/C(CC(=O)Nc1ccc(C)c(Cl)c1)=N\NC(=O)c1ccccn1	2%	-1%	37%	0	-16%	-7%	-27%	4%	9%
O=C(NCc1nnc(SCC(=O)N2CCOCC2)o1)c1cccs1	3%	-1%	32%[activator]	1	14%	-14%	-6%	i	-4%
O=C(COC(=O)c1ccc(F)cc1Cl)NC1CCS(=O)(=O)C1 (centres undefined)	0%	-1%	39%[activator]	1	23%	-1%	-16%	-7%	-8%
CC12CCC(=O)N1C(C(=O)N1CCN(S(=O)(=O)c3ccccc3F)CC1)CS2 (centres undefined)	2%[57.1 µM]	-7%	40%[activator]	-23	0%[57.1 µM]	-7%	-11%	-3%	-8%
O=S(=O)(Nc1cccc2cccnc12)c1ccc2ccccc2c1	13%[0.457 µM]	.	21%	.	20%	.	.	.	9%&5%
CN(CC(=O)Nc1cccc(F)c1)S(=O)(=O)c1ccc2c(c1)n(C)c(=O)c(=O)n2C	-1%	-8%	47%[activator]	-3	-6%	-9%	-21%	-3%	-9%
O=C(NCc1ccco1)c1ccc(Cn2c(=O)c3sccc3n(Cc3ccc(F)cc3)c2=O)cc1	-3%	3%	23%	0	-4%	-8%	-4%	0%	22%
Cc1ccc(C)c(N2C(=O)CC(Cc3ccc(Cl)cc3)C2=O)c1 (centres undefined)	-9%	-5%	30%	-2	4%[57.1 µM]	3%	-10%	-7%	5%
Cc1ccc2nc(-c3ccc(NS(=O)(=O)c4ccc(F)c(F)c4)cc3)sc2c1	125%[activator]	21%	39%[activator]	0	5%	-3%	-12%	3%	24%
O=C(COC(=O)COc1ccc2ccccc2c1)Nc1cc(C(F)(F)F)ccc1N1CCOCC1	-4%	16%	16%	1	15%	-2%	-6%	.	3%
COc1ccccc1CN(C)C(=O)COC(=O)c1cc(C)oc1C	-1%[57.1 µM]	7%	13%	-3	-1%[57.1 µM]	-8%	-10%	3%	-3%
O=C(Nc1ccc(Cl)c(Cl)c1)c1cccc(S(=O)(=O)NCc2cccnc2)c1	9%[57.1 µM]	-5%	20%	0	16%[57.1 µM]	-8%	-12%	1%	?
Cc1ccc(NC(=O)C2CCN(S(=O)(=O)c3cnc[nH]3)CC2)cc1C	-4%	5%	10%	1	8%	-3%	-6%	-4%	-1%
CC(=O)NCCC(Cc1ccccc1)c1ccco1 (centres undefined)	8%[57.1 µM]	-1%	37%	-6	?	4%	3%	2%	?
Cc1cc(C)c2nncn2n1	7%	-10%	17%	3	9%	6%	-9%	-3%	-1%
O=C(Nc1ccccc1)c1cccc(S(=O)(=O)Oc2ccc([N+](=O)[O-])cc2)c1	2%[57.1 µM]	7%	4%	3	10%[57.1 µM]	-4%	-10%	3%	-1%
NS(=O)(=O)c1ccc(CCNc2ccccc2[N+](=O)[O-])cc1	-6%	-3%	-20%	10	6%	-5%	?	-3%	1%

Compound activity deposited in PubChem by National Center for Advancing Translational Sciences (NCATS).

These rows are one share of the data. The share of hits here may be higher or lower than overall.
